M1 ag: agonists of M1 muscarinic receptor; CHO-M1 cells, Fluo-4 calcium fluorescence, agonist mode; hits give high values; B-score at 10 µM; 3% of 64,000 active; AID 626;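 active means fluorescence rise, raw or as B-score row- and column-corrected plate score, outside the 99.7% band of its plate's samples, either direction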
Autofluor 339: intrinsic fluorescence of library compounds, ex339/em460 – biochemical, MLSMR library, data from DPM-DC assay, artefact control, profiling panel; compound autofluorescence, ex339/em460 nm, NADH buffer; hits give high values; 1 = no-compound wells, NADH background; AID 709; fluorescence fold increase at 10 µM; 5.5% of 65,000 active;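 active means at 10 µM, mean starting fluorescence two-fold or more over control wells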;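 further: signal is the first read of a kinetic run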
RORa activator: RORA (human) activation; P35398; CHO-K1 Gal4-RORA LBD luciferase reporter, luminescence; percent increase over mock-subtracted basal signal; activation, % at 10 µM; 1.5% of 65,000 active;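 active means activation above the mean of all tested compounds plus 3 SD, cut at about 49% in these data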;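 further: 0% = DMSO-treated RORA cells and 100% = added signal equal to DMSO minus mock-transfected cells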
M1 antagonist: antagonists of rat M1 muscarinic receptor; P08482; CHO-M1 cells, Fluo-4 calcium, ACh EC80 antagonist mode; hits give low values; B-score at 10 µM; 3.4% of 64,000 active; AID 628;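 active means calcium fluorescence response, raw or row-and-column corrected B-score, differing from the plate sample mean either way at a set confidence level, mostly lower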
SF-1 act: activates the human nuclear receptor SF-1 | Q13285 | CHO-K1 Gal4-SF-1 LBD luciferase reporter; % increase over DMSO SF-1-specific signal | activation, % at 10 µM | 1.9% of 65,000 active;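 active means activation above the mean activation of all tested compounds plus 3 SD, cut at about 50% in these data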
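Test system: CHO-K1 cells with Gal4–hSF-1 LBD chimera plus Gal4-driven luciferase; Input: 4,000 cells/well; Compound: 10 µM only; Times: 20 h compound treatment, 37 °C; Measured by: steady-glow luciferase luminescence, read after 15 min reagent incubation; Measure: percent activation versus DMSO; Control set: DMSO and mock-transfected background; Replicates: one test per compound.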
TNAP act DEA: activates human TNAP at intermediate phosphate acceptor concentration; activation factor at 20 µM; P05186; purified TNAP, CDP-star luminescence, 100 mM DEA, 30 min; hits give high values; scale: 0 levamisole-inhibited, 1 vehicle-only enzyme; 64,000 tested, under 10 active;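 active means activation factor of at least 2 at 20 µM, relative to controls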
tolC growth inh: growth inhibitors of E. coli BW25113 tolC mutant; OD615; growth inhibition, % at 10 µM (by protocol); 2.2% of 65,000 active;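 active means growth inhibition at or above a cutoff equal to the mean over every tested compound plus 3 SD, cut at about 60% in these data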;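 further: growth measured after 20 h incubation at 37 °C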
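Assay system: tolC-deleted E. coli BW25113. Medium: kanamycin-containing LB broth (50 µg/mL). Dosing: 10 µM final, single dose. Timing: bacterial growth with compound for 20 h at 37 °C. Detection: A615 absorbance measurement. Read-out basis: growth inhibition in percent.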
NADH enzymes: inhibitors of enzymes used to reach an NAD/NADH endpoint | coupled PK/LDH NADH assays, four targets | IC50, µM (doses to about 10 µM), for the others: at the top dose inhibition | 0.02% of 65,000 active | AID 774;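 active means single-dose screening hits from any of four coupled enzyme assays that gave an IC50 when retested across doses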;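 further: the DPM-DC format reads NADH fluorescence rather than 340 nm absorbance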
Ec RNAP inh: Escherichia coli RNA polymerase inhibition; 0.2% of 62,000 active; E. coli RNA polymerase, fluorescence transcription assay; P0A8V2; inhibition, %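 (tested at 10 µM)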; AID 559; in the data active means inhibition above about 20%;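 further: 0% = enzyme without compound and 100% = no enzyme blank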
Target sequence (P0A8V2 whole entry, looked up): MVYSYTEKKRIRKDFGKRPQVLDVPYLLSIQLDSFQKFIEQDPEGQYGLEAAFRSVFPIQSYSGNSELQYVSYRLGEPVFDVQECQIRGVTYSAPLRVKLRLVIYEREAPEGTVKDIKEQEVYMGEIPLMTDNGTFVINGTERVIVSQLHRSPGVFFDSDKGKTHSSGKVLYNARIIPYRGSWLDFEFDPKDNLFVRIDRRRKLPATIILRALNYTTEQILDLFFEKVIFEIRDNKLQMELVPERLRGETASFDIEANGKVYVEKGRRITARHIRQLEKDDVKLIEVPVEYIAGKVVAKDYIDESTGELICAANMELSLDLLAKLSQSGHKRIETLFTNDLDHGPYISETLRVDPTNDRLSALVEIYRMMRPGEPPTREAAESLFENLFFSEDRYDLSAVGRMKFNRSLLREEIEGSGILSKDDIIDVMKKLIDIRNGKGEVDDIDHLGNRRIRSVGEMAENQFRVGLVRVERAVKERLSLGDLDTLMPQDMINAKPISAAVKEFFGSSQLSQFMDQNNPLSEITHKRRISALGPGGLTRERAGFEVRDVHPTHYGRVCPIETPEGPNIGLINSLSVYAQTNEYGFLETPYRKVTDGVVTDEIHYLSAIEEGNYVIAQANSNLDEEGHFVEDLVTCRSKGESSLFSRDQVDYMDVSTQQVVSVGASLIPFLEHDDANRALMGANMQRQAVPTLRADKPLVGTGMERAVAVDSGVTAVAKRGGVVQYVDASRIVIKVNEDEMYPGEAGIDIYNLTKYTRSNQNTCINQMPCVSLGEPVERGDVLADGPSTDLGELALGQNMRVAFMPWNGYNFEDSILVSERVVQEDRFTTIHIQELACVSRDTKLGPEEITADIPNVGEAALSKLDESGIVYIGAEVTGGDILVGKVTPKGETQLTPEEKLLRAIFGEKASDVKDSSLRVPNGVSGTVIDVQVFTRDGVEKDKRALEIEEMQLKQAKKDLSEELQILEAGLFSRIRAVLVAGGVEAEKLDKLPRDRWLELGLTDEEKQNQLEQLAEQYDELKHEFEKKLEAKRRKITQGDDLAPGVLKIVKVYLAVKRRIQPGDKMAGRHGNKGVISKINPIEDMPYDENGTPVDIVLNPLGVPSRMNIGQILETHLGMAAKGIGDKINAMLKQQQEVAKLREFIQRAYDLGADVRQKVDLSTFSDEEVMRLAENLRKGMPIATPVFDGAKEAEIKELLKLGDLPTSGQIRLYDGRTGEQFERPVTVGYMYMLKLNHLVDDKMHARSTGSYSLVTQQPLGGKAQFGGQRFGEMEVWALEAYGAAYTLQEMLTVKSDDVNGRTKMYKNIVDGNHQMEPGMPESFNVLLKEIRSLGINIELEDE
The depositor's hits bear a star; nt = no result given; [ ] = another dose, or the depositor's remark.

SMILES	M1 ag	Autofluor 339	RORa activator	M1 antagonist	SF-1 act	TNAP act DEA	tolC growth inh	NADH enzymes	Ec RNAP inh
CCc1ccc(NC(=O)CS(=O)CC(=O)NC(C)CCc2ccco2)cc1 (stereo not drawn)	-0.0032	1	2	-0.03	7	0.9	-9	3%	6
Cc1ccccc1-c1nc(CN2CCC(C(=O)O)CC2)c(C)o1	0.76	1.1	-6	-0.0056	11	1	-10	0%	2
COC(=O)[C@H](C)NC(=O)NC1CCCc2ccccc21 (stereo partly drawn)	-0.087	1.1	5	0.015	16	0.9	-12	5%	nt
Cc1ccc(S(=O)(=O)C(C#N)c2nc3ccccc3nc2OC(C)C)cc1 (stereo not drawn)	0.25	1.1	-8	0.17	-1	0.9	28	2%	7
COc1ccc(CC(=O)Nc2ccc(-c3nnc(-c4ccccc4)o3)cc2)cc1	-0.92	2.2*	9	0.13	-60	1	-7	1%[fluoresces]	-3
COc1ccc(OC)c(S(=O)(=O)Nc2c(F)cccc2F)c1	-0.078	1.1	-9	1	-3	1	-13	0%	nt
CCOc1cccc(OCCCCN2CCCCC2)c1	0.36	1.1	-6	-3.1*	-7	1	-9	14%	8
CCOc1ccc(-c2nc(C#N)c(NCc3ccc4c(c3)OCO4)o2)cc1	0.15	1.8	3	-0.22	10	0.9	-2	5%	2
CCc1ccc(C2C(C#N)=C(N)SC(N)=C2C#N)s1	1.3	1.1	10	-0.86	-4	0.9	6	1%	-1
Nc1ccc(Nc2ccccc2)c(Cl)c1	0.055	1.2	0	0.74	32	0.9	-13	7%	-2
COc1ccc(OCCCC(=O)Nc2ccc3c(c2)OCO3)cc1	1.4	1.1	-9	-0.041	-1	0.9	-4	5%	-4
CCCc1nnc(NC(=O)CCC(=O)N2CCCCC2CC)s1 (stereo not drawn)	-0.42	1.1	-15	0.35	-3	0.9	-13	1%	8
CC(=O)C1=C(C)Nc2ncnn2C1c1ccc(Cl)cc1 (stereo not drawn)	0.75	1	-6	1	1	1	-2	1%	-2
CCOc1cc(NC(=O)C2CCCO2)c(OCC)cc1NC(C)=O (stereo not drawn)	nt	1.1	-3	nt	6	1	-7	4%	4
CC(=O)Nc1ccccc1NC(=O)C(F)(F)F	-0.45	1	1	1.8*	-20	0.9	-9	5%	4
CCn1nnnc1SCC(=O)Nc1cccc(NC(C)=O)c1	nt	1.1	12	nt	-6	0.9	nt	8%	-7
CCc1cc(=O)oc2cc3oc(C)c(C)c3cc12	0.1	1.7	-23	0.82	0	1	13	9%	2
Cc1cccc(N2CN=c3s/c(=C\c4ccncc4)c(=O)n3C2)c1	-0.23	1	-26	0.49	-2	0.8	2	3%	6
O=C(O)CC(Cc1ccccc1)c1ccc2c(c1)OCO2 (stereo not drawn)	-0.00055	1	-22	0.49	-10	0.8	-4	4%	6
CC1CCCN(C(=O)CSc2nnc(-c3ccc(S(=O)(=O)N4CCOCC4)cc3)n2C)C1 (stereo not drawn)	-0.0029	1.6	-2	0.064	-13	1	-2	6%	-5
O=C(COc1ccccc1)Nc1ccccc1N1CCN(c2ccc(F)cc2)CC1	-0.65	1	-13	1.2	1	1	-12	3%	-2
Cc1cc(C)c2[nH]c(=O)c(CN(Cc3nnnn3C3CCCC3)C3CCCCC3)cc2c1	-0.23	1.1	7	0.2	13	0.9	13	7%	10
Cc1noc(C)c1C(=O)NCc1cccs1	0	1.1	1	0.73	3	0.9	-12	8%	3
Oc1ccc(-c2nc3ccccn3c2NCc2ccc3c(c2)OCO3)cc1	4*	3.7*	6	-2.6	9	0.9	13	12%[fluoresces]	2
CN1CCN(C(=O)c2ccc3c(=O)n(CCc4ccccc4)c(=S)[nH]c3c2)CC1	-0.17	1.1	5	-0.21	-6	0.8	-5	3%	9
CCn1c(COc2ccccc2C)nnc1SCC(=O)N1CCC(C)CC1	0.0088	1.1	-9	0.011	-9	0.9	26	7%	7
O=C(CN1CCN(c2ncccn2)CC1)Nc1ccccc1-n1cccc1	-0.0055	1	11	0.037	-5	0.9	14	3%	4
CCOC(=O)c1ccccc1NC(=O)C(C)Oc1ccccc1 (stereo not drawn)	-6.6e-05	1.1	24	-0.32	-10	0.9	69*	3%	3
CC1CCCCN1CCNC(=O)c1cnn2ccccc12 (stereo not drawn)	-0.0081	1.3	4	-0.18	1	1	-13	7%	2
O=C(CCSc1nccn1Cc1ccccc1)N1CCOCC1	0.092	0.98	5	-0.0073	-13	0.9	-4	2%	10
Cc1ccc(Nc2c3c(nc4ncnn24)CCC3)cc1	-0.73	1.1	-8	0.8	-10	1	2	6%	3
COc1ccc(CCn2c(C)ccc2C)cc1OC	-0.11	1.1	-17	0.45	2	0.9	12	5%	6
COc1cccc(OC)c1C(=O)N1CCN=C1SCc1cccnc1	-2.1	1	-16	-0.64	9	1.1	-2	8%	5
COc1ccc(-n2c(SCc3nnc(-c4ccccc4)o3)nnc2-c2ccccc2)cc1	0.75	1.1	-7	0.37	9	0.9	2	9%	7
CC(C)CC(=O)N1CCN(S(=O)(=O)c2ccc(F)cc2)CC1	0.39	1	9	-0.41	0	0.9	0	2%	2
CCOC(=O)c1c(NC(=O)COc2ncnc3sccc23)sc2c1CCC2	0.17	1.3	-15	0.11	-15	1	-4	2%	4
Nc1c(NCc2ccccc2F)c(=O)[nH]c(=O)n1Cc1ccccc1	-1.8	1.1	2	-1.2	7	0.9	20	12%	-3
CC(C)(C)c1ccc(NC(=O)NCc2ccco2)cc1	0.39	1	38	-0.48	25	0.9	10	7%	6
CCN(CC)CCCNC(=O)c1ccccc1C	-0.0016	1.2	4	-0.21	22	1	-20	4%	3
CC(=O)c1ccc(NC(=O)C2CCCN2S(=O)(=O)c2cccc3cccnc23)cc1 (stereo not drawn)	-1	1.1	0	0.42	2	1	2	4%	1
CS(=O)(=O)N1CCN(C(=O)c2cc(-c3cccs3)nc3ccccc23)CC1	1.4	3.9*	-14	0	19	1	8	7%[fluoresces]	-10
CC(O)(C#CCN1CCCC1)c1ccccc1 (stereo not drawn)	-0.93	1.1	4	-2.3*	-20	1	-21	1%	-2
COc1ccc(NC(=O)CCCCn2c(=O)[nH]c3ccccc3c2=O)cc1	-0.072	1.1	-9	0.27	0	0.9	-15	4%	3
Cc1ccc(NC(=O)c2cnc3scc(C)n3c2=O)c(C)c1	0.11	1.8	-2	0.64	17	1	-3	8%	4
COc1ccc(NC(=O)N(CCCN2CCOCC2)Cc2cccnc2)c(OC)c1	-0.21	1.1	8	-0.032	7	1	-15	4%	5
O=C(c1cccs1)N1CCN(C2CCN(Cc3ccccc3)CC2)CC1	-1.5	1	-13	-4.8*	5	0.9	-22	7%	4
COC(=O)c1nn2c(C(F)(F)F)cc(-c3ccc(Br)o3)nc2c1Br	3.6	1.1	-19	-0.012	-10	0.8	8	7%	12
OC1(c2cccc(C(F)(F)F)c2)CCN(c2ncnc3c2[nH]c2ccc(F)cc23)CC1	0.34	2.5*	-32	0.23	-46	0.9	100*	4%	1
c1ccc(C2=Nn3c(nnc3-c3cccnc3)SC2)cc1	-0.0024	0.87	-19	-0.77	3	0.9	-1	12%	11
COc1ccc(N2CCN(c3nc4c(c(=O)n(C)c(=O)n4C)n3Cc3ccccc3)CC2)cc1	0.36	1.1	3	0.79	-10	0.9	3	6%	4
CCCN(CCC)C(=O)CSc1nc2ccccc2c(=O)n1C1CCCC1	1.2	1	-31	-0.4	-14	0.9	77*	4%	10
COC(=O)CSc1nnc(CNc2ccc(Cl)cc2)n1Cc1ccccc1	-0.23	1.1	-8	-0.12	2	0.9	7	9%	nt
COC(=O)c1[nH]c2cc(OC)ccc2c1NC(=O)c1ccc2c(c1)OCO2	-0.15	1.1	13	0.019	-3	0.9	4	7%	1
COc1ccccc1NC(=O)CCc1c(C)[nH]c(=O)c(C#N)c1C	-0.95	1.3	-2	1.1	1	0.8	-19	7%	1
CCOCCOC(=O)c1[nH]c2c(c1C)C(=O)CC(c1ccc(N(C)C)cc1)C2 (stereo not drawn)	-0.06	1.1	6	-0.03	24	0.9	1	3%	1
O=C(NC1CCCCC1)C1CCN(S(=O)(=O)N2CCOCC2)CC1	-0.46	0.97	-20	-0.86	4	0.8	-18	8%	1
Cn1c(=O)cc(OCCCC(=O)NCCN2CCN(c3ccccc3F)CC2)c2ccccc21	0.068	1.1	-5	-0.87	2	1	3	1%	5
CC(=O)c1ccc(N2CCN(S(=O)(=O)c3cccc(S(=O)(=O)N4CCOCC4)c3)CC2)cc1	-0.49	1	-1	-0.019	5	0.9	-13	3%	7
COc1cccc(N2CC34C=CC(O3)C(C(=O)O)C4C2=O)c1 (stereo not drawn)	-0.87	1.1	4	0.1	11	1	-26	0%	-2
CCOC(=O)N1CCN(c2c(NC3CCN(Cc4ccccc4)CC3)c(=O)c2=O)CC1	-0.45	1.1	-2	-2.2	11	0.9	1	3%	-4

Exported as comma-separated lines: entries from further up
SMILES,M1 ag,Autofluor 339,RORa activator,M1 antagonist,SF-1 act,TNAP act DEA,tolC growth inh,NADH enzymes,Ec RNAP inh
CCOC(=O)c1ccccc1NC(=O)C(C)Oc1ccccc1 (stereo not drawn),-6.6e-05,1.1,24,-0.32,-10,0.9,69*,3%,3
CC1CCCCN1CCNC(=O)c1cnn2ccccc12 (stereo not drawn),-0.0081,1.3,4,-0.18,1,1,-13,7%,2
O=C(CCSc1nccn1Cc1ccccc1)N1CCOCC1,0.092,0.98,5,-0.0073,-13,0.9,-4,2%,10
Cc1ccc(Nc2c3c(nc4ncnn24)CCC3)cc1,-0.73,1.1,-8,0.8,-10,1,2,6%,3
COc1ccc(CCn2c(C)ccc2C)cc1OC,-0.11,1.1,-17,0.45,2,0.9,12,5%,6

The list goes on.
SMILES	M1 ag	Autofluor 339	RORa activator	M1 antagonist	SF-1 act	TNAP act DEA	tolC growth inh	NADH enzymes	Ec RNAP inh
O=C(CN1CCOCC1)Nc1ccccc1-c1ccccc1	-0.67	1.1	4	-0.081	-5	1	-4	5%	9
Cn1c(=O)[nH]c(=O)c2c1nc(CN1CCN(c3ccccc3F)CC1)n2CCCc1ccccc1	-1.6	1.1	-5	-0.099	13	nt	2	2%	nt
CCOc1ccccc1N(CC(=O)Nc1ccc2c(c1)OCO2)S(C)(=O)=O	0.13	1.1	16	0.028	-11	0.9	2	2%	0
CCCN(CCC)CCNC(=O)c1cc2c(C)nc3ccccc3c2o1	-0.85	1.3	2	0.0089	7	1	15	6%	8
COc1cc(C(N)=O)ccc1OCc1ccccc1	-0.0063	1.1	32	-0.19	26	0.9	-9	3%	7
CCC(=O)Nc1nonc1-c1nc2ccccc2n1N(C(=O)CC)C(=O)CC	0.59	1.3	9	0.72	3	1	-12	4%	8
CSc1nsc(SCc2ccc(F)cc2)n1	0.56	1.1	4	-0.032	5	0.8	26	3%	-2
O=C(OCc1c(Cl)cccc1Cl)c1cccnc1	-0.68	1.1	-6	0.55	0	0.9	20	3%	11
O=C(O)c1ccccc1OCCOc1ccccc1	-0.52	1	-2	0	-1	0.9	-17	0%	9
CC1CCN(S(=O)(=O)c2cccc(C(N)=O)c2)CC1	-0.1	0.9	-2	-0.17	-16	1	-10	9%	7
O=C(O)CCCNS(=O)(=O)c1ccc2ccccc2c1	-0.28	1.1	-7	-1.1	-13	0.9	-12	2%	0
CC(=O)N(CN1C(=O)c2ccccc2C1=O)c1ccccc1	1	1.1	13	-0.89	-5	0.9	5	4%	2

Screening results deposited in PubChem by several laboratories.

An unsorted share of the library (roughly 15% active in at least one column).
